14-3-3 Bad inh: disrupts binding of bovine 14-3-3 zeta to phospho-Bad peptide | TR-FRET 14-3-3zeta/Dy647-pBad peptide displacement, 1 h | inhibition, % at 21.7 µM | AID 781 | actives 0.71% (n = 220,000) | P63103;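 active = inhibition above about 70%, limit read from the data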;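 also: 0% = full 14-3-3 plus peptide FRET controls and 100% = background without 14-3-3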
Target sequence (P63103 whole entry, looked up): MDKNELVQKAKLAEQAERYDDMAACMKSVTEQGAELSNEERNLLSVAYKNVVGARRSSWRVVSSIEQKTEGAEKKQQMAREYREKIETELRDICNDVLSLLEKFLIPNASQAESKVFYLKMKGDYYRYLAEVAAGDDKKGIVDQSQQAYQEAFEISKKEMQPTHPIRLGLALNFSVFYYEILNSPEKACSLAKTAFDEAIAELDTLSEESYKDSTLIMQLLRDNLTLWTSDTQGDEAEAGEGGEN
Runt-SMMHC FRET: blocks binding of human RUNX1 Runt domain to CBFb-SMMHC; Q01196+Q13951; Cerulean-Runt/Venus-CBFb-SMMHC FRET ratio 530/480, 1 h; inhibition, % at 20 µM; actives 0.74% (n = 220,000); AID 1434;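 active = mean inhibition across duplicate retests at 20 µM reaching about 50%, limit read from the data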;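 also: 0% = DMSO wells and 100% = wells with excess untagged CBFb-SMMHC; inhibitors lower the FRET ratio by blocking Runt binding to CBFb-SMMHC; some results filed as inactive read as strong as hits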
Wee1 stabilizer: blocks degradation of human Wee1 kinase; P30291; actives 1.2% (n = 220,000); HeLa Luc-Wee1K328M stability, luciferase luminescence; 100% = proteasome inhibitor MG132 effect; reporter increase, % at 5 µM;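 active = activation above the mean of all tested compounds plus 3 SD, set per screening run, cut at about 8.8% in these data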;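 also: cells exposed to compound for 20 h before luminescence read; 0% = DMSO alone and 100% = MG132 at 30 µM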
Hck-Nef inh: inhibitors of human Hck kinase activated by Nef. actives 0.68% (n = 220,000). Recombinant Hck-YEEI plus Nef, Z-Lyte FRET kinase assay. P08631. inhibition, % at 20 µM;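 active = Hck-Nef kinase inhibition above about 50%, limit read from the data; inactive = inhibition below that limit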;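 also: 0% = DMSO with Hck plus Nef and 100% = Hck alone without Nef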
Target sequence (P08631 whole entry, looked up): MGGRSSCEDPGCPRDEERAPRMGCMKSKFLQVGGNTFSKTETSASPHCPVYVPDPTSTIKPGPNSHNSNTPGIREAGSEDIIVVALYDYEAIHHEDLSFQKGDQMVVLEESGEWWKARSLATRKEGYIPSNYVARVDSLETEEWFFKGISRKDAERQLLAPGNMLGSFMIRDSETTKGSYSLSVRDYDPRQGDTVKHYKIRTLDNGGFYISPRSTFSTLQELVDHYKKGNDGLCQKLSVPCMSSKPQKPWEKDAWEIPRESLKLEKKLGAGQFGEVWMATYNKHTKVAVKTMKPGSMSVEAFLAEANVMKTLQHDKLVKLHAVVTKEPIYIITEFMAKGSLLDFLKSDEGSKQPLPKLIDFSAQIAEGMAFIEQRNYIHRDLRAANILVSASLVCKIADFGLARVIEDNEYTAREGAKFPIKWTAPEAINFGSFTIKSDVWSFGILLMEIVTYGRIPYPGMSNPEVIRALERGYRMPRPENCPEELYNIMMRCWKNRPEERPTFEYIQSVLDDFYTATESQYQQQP
FXIa inh: inhibitors of human coagulation factor XIa; purified FXIa, Boc-Glu-Ala-Arg-AMC fluorogenic substrate; actives 0.14% (n = 220,000); inhibition, % at 5 µM; P03951; AID 798;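 active = inhibition of at least 40%; inactive = inhibition below 40%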;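 also: fluorescence of freed AMC excited at 355 nm; 0% = enzyme without compound and 100% = no enzyme blank; many of its hits are not listed in these tables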
KLK5 inh: inhibitors of human kallikrein 5; recombinant hK5, fluorogenic AMC substrate cleavage; actives 0.59% (n = 210,000); Q9Y337; AID 873; inhibition, % at 5 µM;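 active = inhibition of 40% or more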;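 also: 0% = enzyme controls without compound and 100% = no-enzyme blanks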
Target sequence (Q9Y337 67-293 limits assumed): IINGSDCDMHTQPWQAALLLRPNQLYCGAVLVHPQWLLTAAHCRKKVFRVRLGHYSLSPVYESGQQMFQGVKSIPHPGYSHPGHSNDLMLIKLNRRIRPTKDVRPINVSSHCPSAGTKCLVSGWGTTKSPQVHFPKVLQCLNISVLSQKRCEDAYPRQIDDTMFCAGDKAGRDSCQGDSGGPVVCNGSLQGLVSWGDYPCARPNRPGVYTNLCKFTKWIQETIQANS
Thrombin inh: thrombin (human) inhibition; P00734; alpha-thrombin, Boc-VPR-AMC fluorogenic substrate cleavage; inhibition, % at 5 µM; actives 0.26% (n = 220,000); AID 1046;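 active = inhibition at or above 40%; inactive = inhibition below 40%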;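 also: 0% = enzyme with no compound and 100% = wells without enzyme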
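System: Human alpha-thrombin protein | Medium: pH 7.5 Tris (50 mM) with NaCl 150 mM, Tween 20 0.05% | Times: Enzyme reaction carried out at room temperature | Detection: AMC fluorescence, 355/460 nm | Evaluation: Percent inhibition scaled between no-compound controls and no-enzyme blanks | Benchmarks: Enzyme without compound as high, wells lacking enzyme as low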
FXIIa inh 1536: inhibitors of human coagulation factor XIIa; P00748; purified FXIIa, Boc-QGR-AMC fluorogenic substrate, 2 h; inhibition, % at 5 µM; actives 0.3% (n = 220,000); AID 800; in the data active = inhibition above about 40%;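 also: 0% = enzyme with no compound and 100% = blank without enzyme; many of its hits are not listed in these tables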
Runt-CBFb FRET: Runt domain-CBFb interaction inhibition; Cerulean-Runt/Venus-CBFb FRET ratio 530/480, 1 h; actives 0.46% (n = 220,000); inhibition, % at 20 µM; AID 1496; Q01196+Q13951;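 active = inhibition over about 50% at 20 µM in the single-dose screen, limit read from the data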;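 also: 0% = DMSO wells and 100% = excess unlabeled CBFb competitor control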
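System: Cerulean-labeled Runt domain protein | Quantity: 100 nM of each labeled protein | Schedule: 1 h compound exposure, room temperature | Detection: Fluorescence energy transfer, 422 nm excitation, 530/480 nm emission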
Starred values were filed as active, the others as inactive; / = not tested or not shown; [ ] = another dose, or the depositor's remark.

SMILES	14-3-3 Bad inh	Runt-SMMHC FRET	Wee1 stabilizer	Hck-Nef inh	FXIa inh	KLK5 inh	Thrombin inh	FXIIa inh 1536	Runt-CBFb FRET
Cn1c(=O)c2c(nc(N3CCCCC3)n2CCSc2nc3ccccc3s2)n(C)c1=O	4.6	-5.9	-0.8	-6.2	0.2	-24.3	-12.5	7.2	3.2
COc1ccc(C2CCCN2C(=S)Nc2ccc(C)cc2Cl)cc1OC (stereo not drawn)	-12.4	-0.5	-1.4	-1.1	15.9	-4.8	1.5	5.6	2.1
Cc1cc(NC(=O)COC(=O)[C@@H](NS(=O)(=O)c2ccccc2)C(C)C)no1	-11.7	0.5	0.6	25.2	-0.9	1.4	5.2	3.6	1.1
O=c1[nH]cnc2[nH]ncc12	-0.1	0.6	-2.3	-5.9	-7.6	-5.6	-5.7	-1.0	-3.6
CCNC(=O)CSc1nnc(-c2ccccc2)n1-c1ccc(OCC)cc1	-2.7	0.4	-0.8	3.7	-0.5	-13.7	-12.0	20.5	1.2
Cc1nn(CCCC(=O)Nc2cc(Oc3ccc(F)cc3)cc([N+](=O)[O-])c2)c(C)c1[N+](=O)[O-]	-0.9	-0.8	-0.5	1.2	3.9	-5.5	0.0	12.9	0.4
COC(=O)CSc1nc2ccccn2c(=O)c1C=O	-19.3	9.9	-2.2	14.1	-4.1	-11.0	1.8	4.6	4.6
CCOC(=O)CCn1cnc2ccc([N+](=O)[O-])cc2c1=O	6.0	1.4	-1.6	19.4	-4.2	16.8	-1.1	11.9	0.5
COc1ccc(/C=C2/SC(=O)N(CCC(=O)Nc3ccc(C)cc3)C2=O)cc1OC	7.5	-2.6	-0.2	3.1	8.4	0.3	-0.2	4.5	-3.0
CCOc1cc(/C=N/NC(=O)CN2CCCCC2)ccc1OCc1cccc(Cl)c1	7.4	-0.4	-2.7	-2.8	1.4	-16.1	-4.8	9.1	-4.2
O=C(c1ccco1)N1CCN(C(=O)c2cccc3c2C(=O)N(C2CCCCC2)C3)CC1	-1.9	-2.7	1.9	6.5	3.0	-5.0	-1.0	11.3	-0.6
COc1cccc(C2CC(c3cccc(C)c3)n3ncnc3N2)c1 (stereo not drawn)	4.1	3.0	-3.1	1.0	1.2	-5.6	-8.1	9.0	0.4
CCOc1cc(/C=N/n2c(C)nnc2C)ccc1O	4.4	1.2	0.5	18.3	-2.6	4.7	-2.5	3.5	2.2
O=C(Nc1ccccc1)OCCNC(=O)c1cccc(Cl)c1	8.1	6.3	-0.7	-15.9	-16.0	9.1	1.7	15.5	-1.4
Cc1ccc(C(=O)N/C(=C\c2ccc(C)o2)C(=O)O)cc1	-1.1	-4.5	0.0	5.6	-1.0	-0.9	-4.1	-1.1	2.7
CCOC(=O)N1CC=C2C(C#N)=C(N)C(C#N)(C#N)[C@H](c3ccsc3)[C@H]2C1	-7.0	-5.0	4.0	2.6	-4.3	-11.7	1.5	11.2	-1.4
CCOc1ccc(-c2nnc(-c3cccs3)o2)cc1OCC	25.4	-16.4	7.8	0.6	1.9	-0.7	-1.6	8.5	-8.4
O=C(COC(=O)/C=C/c1ccc([N+](=O)[O-])cc1)NCc1ccco1	2.7	-1.8	1.0	-3.6	-10.9	25.3	-8.6	0.4	0.2
CC1=CC2=NC(=O)/C(=C\c3cccn3CCOc3ccccc3C)C(=N)N2O1	-20.0	-8.6	-4.7	19.1	-2.5	4.4	-11.8	3.2	-4.6
CCC1(c2ccc(F)cc2)NC(=O)N(CC(=O)Nc2ccc(S(N)(=O)=O)cc2)C1=O (stereo not drawn)	-7.5	2.5	-0.6	-6.5	-2.7	-3.5	-5.0	7.2	0.2
NS(=O)(=O)c1cccc(NC(=O)CSc2nnnn2-c2ccccc2)c1	-2.9	1.4	-3.4	23.5	-4.6	3.1	-3.9	6.2	0.5
O=C(Nc1nc2ccccc2n1CCN1CCOCC1)c1ccc(COc2ccccc2Br)o1	-15.0	3.8	4.8	7.2	-1.2	-7.9	1.5	1.2	1.7
CCCCOP(=O)(c1ccc(N(C)C)cc1)C(O)c1ccc(OC)c(OC)c1 (stereo not drawn)	-4.3	0.8	-3.9	7.1	0.4	-3.7	0.4	4.0	-1.1
Cc1cc(OCCCCn2ccnc2)cc(C)c1Cl	12.4	-3.8	-0.2	5.2	11.5	-11.8	2.8	2.9	/
O=C(CNC(=O)c1ccccc1F)NC1CC1	13.3	0.3	2.8	-23.6	8.9	-6.5	0.5	16.9	0.2
COC(=O)C1=C(N)Oc2cc(N(C)C)ccc2C1c1ccccc1OC (stereo not drawn)	-30.0	-39.3	-1.4	0.6	1.7	-0.8	1.0	-4.4	-13.7
O=C(/C=C/c1ccc(Br)o1)Nc1nnc(C2CC2)s1	-3.3	-0.8	-1.0	57.2*	2.6	1.0	7.1	8.4	25.2
CCN(CC)S(=O)(=O)c1ccc2c(c1)nc(CCC(=O)Nc1ccccc1Cc1ccccc1)n2CC	2.9	-3.6	-2.6	2.0	2.6	-20.6	-8.3	9.2	-1.1
CC1CCN(C(=O)c2cc3nc(-c4ccccc4)cc(-c4ccccc4)n3n2)CC1	1.4[fluorescence artefact?]	2.3	0.6	1.7	-5.9	-32.7	-4.9	9.7	-1.3
Cc1ccc(OCC(=O)Nc2nnn(C)n2)c(C)c1	-1.9	5.3	1.0	3.7	28.1	-17.4	3.6	43.1*	-1.6
O=C(CCl)Nc1ccccc1C(=O)c1ccccc1	-4.6	-1.5	-2.6	2.1	2.5	1.8	1.0	7.8	0.6
N#C/C(=C1\C(=O)Nc2c(Cl)cc(Cl)cc21)c1nnc2n1CCCCC2	2.1[fluorescence artefact?]	-8.8	0.6	0.1	-5.6	-3.9	-4.5	6.5	-0.7
CCOC(=O)CNC(=O)C(CO)NC(=O)OCc1ccccc1 (stereo not drawn)	-11.9[fluorescence artefact?]	4.6	3.4	1.0	-1.5	-2.2	-4.0	1.8	0.7
NC(=O)CC(NC(=O)c1ccc(Br)cc1)c1ccc(NCc2ccc(F)cc2)c([N+](=O)[O-])c1 (stereo not drawn)	3.3	-1.3	/	33.8	2.0	2.1	0.1	6.9	-2.9
Cc1c(CN2CCC(CO)(CC3CCCCO3)CC2)cnn1C (stereo not drawn)	1.0	-1.3	0.8	19.3	0.0	0.3	-3.2	8.5	-1.7
Cc1ccc(C)c(S(=O)(=O)N2CCN(CC(=O)Nc3ccc4c(c3)OCCO4)CC2)c1	-13.3[fluorescence artefact?]	1.0	0.1	5.4	-8.2	-6.2	-3.0	0.8	-1.1
C/C(=N\OC(=O)c1cccc(Cl)c1)c1sc(C)nc1C	3.4	-2.4	-1.6	-20.2	-29.7	9.9	-3.6	-5.9	1.3
CCOc1ccc(CCNC(=O)c2cc(C)nn2-c2ccccc2)cc1	1.6	1.4	-1.6	28.7	1.4	4.3	5.7	14.7	0.9
CCNc1nc(NC(C)C)nc(N(C#N)Cc2ccccc2)n1	-3.4[fluorescence artefact?]	-4.2	2.5	0.7	1.5	-14.3	1.7	18.4	-2.7
CCOC(=O)c1sc(Nc2cccc(Cl)c2)nc1C	5.7	3.4	0.0	2.5	-3.0	-5.8	-7.6	3.1	-3.3
COc1ccc(CN2CCc3cc(OC)c(OC)cc3C2)cc1O	17.6	2.5	-1.4	5.3	-0.5	-2.1	-2.2	4.5	2.0
CCOc1ccc2nc(NC(=O)Cc3cccs3)sc2c1	-6.4[fluorescence artefact?]	1.0	3.6	8.5	-7.4	-19.8	-11.1	-9.5	-0.9
Cc1ccc(NC(=O)CSc2nnc(C3CCCCC3)n2N)cc1F	17.4	-3.7	-1.6	9.5	3.0	-16.1	4.6	16.3	-3.5
Oc1ccc(/C=N\Nc2nncc(-c3ccccc3)n2)cc1	-5.2	-1.7	-1.5	29.1	2.1	2.8	-0.1	7.9	4.3
CCCN(CCC)CCCNc1ccc2nnc(-c3ccc(F)cc3)n2n1	0.9	0.8	0.1	0.5	-0.2	-23.4	-9.2	4.7	-2.0
S=c1[nH]c2ccccc2n2cccc12	-2.4	-0.3	-1.5	24.9	-8.5	-4.2	-1.4	5.7	2.1
COCCN(C(=S)Nc1ccc(C)cc1)C(C)c1ccco1 (stereo not drawn)	-1.1	0.2	7.6	22.1	-1.3	-1.9	2.4	10.9	0.0
CC1(C)CCc2cc(-c3ccn(S(=O)(=O)c4ccccc4Cl)n3)ccc2O1	2.9	-1.2	-1.1	-11.4	6.5	-5.6	-1.4	8.6	0.5
Cc1cc(C(=O)NC2CCCCC2)on1	2.5	-4.6	-3.4	16.1	-2.1	-1.7	-3.4	5.1	3.1
COc1ccc(C(c2sc3nc(C)nn3c2O)N2CCN(CCO)CC2)cc1OC (stereo not drawn)	5.6	-1.7	-1.2	-8.5	1.7	-5.2	1.1	-28.7	-2.4
c1ccc2c(c1)CCN(C1=Nc3cccc4cccc1c34)C2	-17.5	-40.9	1.1	27.1	9.1	-8.0	/	12.7	-7.4
Cc1ccc(NC(=O)C2CCCN(S(=O)(=O)c3cnc[nH]3)C2)cc1C (stereo not drawn)	5.1[fluorescence artefact?]	1.5	-0.8	20.5	-0.9	-16.5	-8.0	6.6	2.8
CC(=O)c1cccc(CN2CCN(CC(C)C)C(CCO)C2)c1 (stereo not drawn)	-0.5	-1.3	2.8	-4.7	3.5	/	2.3	12.3	-0.1
COc1ccc(C(=O)NC(C)(C)C)cc1S(=O)(=O)N1CCCC1	6.7	-1.3	-0.9	9.5	4.4	6.4	-0.2	12.8	2.0
COc1ccc(CN2CC(C(=O)NCCCN3CCOCC3)CC2=O)cc1 (stereo not drawn)	-1.2	0.4	-1.5	-1.2	-2.4	-0.1	-12.6	-6.6	-0.8
O=C(Nc1cccc(S(=O)(=O)N2CCOCC2)c1)c1cn(-c2ccccc2)nc1-c1ccccc1	-6.1[fluorescence artefact?]	-2.9	-3.2	2.3	-1.8	-23.0	-12.6	3.5	0.0
Cc1ccc(C(=O)NC2CC3CCC(C2)N3Cc2ccco2)cc1 (stereo not drawn)	0.5	3.8	-1.3	-0.9	3.6	-8.1	-0.2	8.7	-3.5

Three of these compounds in a different format:
Molecule | 14-3-3 Bad inh | Runt-SMMHC FRET | Wee1 stabilizer | Hck-Nef inh | FXIa inh | KLK5 inh | Thrombin inh | FXIIa inh 1536 | Runt-CBFb FRET
Cc1ccc(NC(=O)C2CCCN(S(=O)(=O)c3cnc[nH]3)C2)cc1C (stereo not drawn) | 5.1[fluorescence artefact?] | 1.5 | -0.8 | 20.5 | -0.9 | -16.5 | -8.0 | 6.6 | 2.8
Cc1cc(C(=O)NC2CCCCC2)on1 | 2.5 | -4.6 | -3.4 | 16.1 | -2.1 | -1.7 | -3.4 | 5.1 | 3.1
CC1(C)CCc2cc(-c3ccn(S(=O)(=O)c4ccccc4Cl)n3)ccc2O1 | 2.9 | -1.2 | -1.1 | -11.4 | 6.5 | -5.6 | -1.4 | 8.6 | 0.5
